# High-throughput results: PubChem BioAssay, several laboratories
# Vif imaging – HIV Vif self-association inhibitors, primary screen, imaging, HEK293T, single point; HEK293T cells, Vif self-association by quenched fluorescence, 24 h; inhibition, % at 7.49 µM; actives 0.35% (n = 340,000); AID 602346, 2012; in the data active = inhibition above about 50%, passing the limit was not always enough; inconclusive = no clear call, values can overlap the other calls; inactive = below about 31%; note: some results filed as inactive read as strong as hits
# CaV13 FRET inh – Primary screen for inhibitors of IQ motif and Ca2+-dependent inactivation inhibitor domain binding in CACNA1D, Förster resonance energy transfer in living cells, …; HEK cells, CFP/YFP FRET ICDI-IQ, plate reader, 10 min; percent FRET-ratio fall versus neutral wells; inhibition, % at 12.3 µM; actives 0.098% (n = 340,000);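 active = mean replicate inhibition of at least 30% and at least 1% of replicates passing that level; inconclusive = only one of the two criteria is met; inactive = neither criterion is met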;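 note: 0% = median of the neutral control wells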
# MITF TRPM1 inh – inhibitors of MITF-dependent TRPM1 promoter reporter, primary screen, cell-based, SK-MEL-5, single point, luciferase. SK-MEL-5 TRPM1 promoter luciferase, 24 h. actives 0.83% (n = 330,000). inhibition, % at 12.5 µM. AID 488899, 2010;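 active = mean inhibition across replicates of 60% or more, whatever share of single replicates reaches that level; inconclusive = some that reach 60%, reason not given; inactive = mean inhibition across replicates below 60%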; note: values of inactives mirror those of a sister screen read the other way
# Shn3 inh set2 – reduction of Shn3 3'UTR firefly luciferase signal, primary screen, Schnurri-3 inhibitor project, cell-based, Clone20 osteoblasts, set 2; actives 0.52% (n = 360,000); inhibition, % at 12.5 µM; Clone20 osteoblast Shn3 3'UTR firefly luciferase, 24 h;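 active = mean inhibition of at least 75% with every replicate also reaching 75%; inconclusive = mean inhibition at least 75% but some replicate below; inactive = mean inhibition below 75%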;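 note: 0% = median of neutral control wells and 100% = pilot-screen positive control compound; some compounds past the cut are filed as inactive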
# NR2E3 ag-1 – NR2E3 agonists in two-hybrid cells, primary screen, cell-based, luminescence, CHO-S, Gal4-NCOR/VP16-NR2E3; Photoreceptor-specific nuclear receptor (Homo sapiens), Q9Y5X4; luciferase; inhibition of corepressor binding, % at 3.98 µM; actives 0.35% (n = 360,000); AID 602229, 2012;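 active = inhibition above the mean of all tested compounds plus 3 SD, cut at about 70% in these data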;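 note: 0% = DMSO with NR2E3 transfected cells and 100% = cells lacking NR2E3 construct; higher means lower luciferase signal from less NR2E3 corepressor binding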
# Target sequence (Q9Y5X4 whole entry, looked up, the tested form may be a part): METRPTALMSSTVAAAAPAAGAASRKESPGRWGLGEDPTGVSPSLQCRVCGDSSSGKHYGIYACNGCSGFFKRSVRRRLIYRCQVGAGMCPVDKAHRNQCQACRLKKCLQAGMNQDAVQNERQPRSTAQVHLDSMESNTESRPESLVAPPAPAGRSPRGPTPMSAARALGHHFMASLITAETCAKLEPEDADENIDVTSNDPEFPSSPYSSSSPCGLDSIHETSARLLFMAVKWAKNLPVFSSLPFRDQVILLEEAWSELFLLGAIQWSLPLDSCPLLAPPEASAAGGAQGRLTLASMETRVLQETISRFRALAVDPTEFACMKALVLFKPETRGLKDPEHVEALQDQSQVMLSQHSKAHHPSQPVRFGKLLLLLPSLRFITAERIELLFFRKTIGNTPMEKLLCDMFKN
# Peg3 prom inh – Peg3 promoter-driven luciferase inhibitors, primary screen, cell-based, HeLa, luciferase luminescence. HeLa PEG-Prom luciferase reporter, overnight. inhibition, % at 20 µM. actives 1.7% (n = 360,000). AID 588405, 2011;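 active = inhibition of at least 50% at 20 µM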
# HIF-2a inh – HIF-2a reporter inhibitors, primary screen, luminescence, 786-0 RCC cells; 786-0 RCC cells HIF-2a reporter, luciferase luminescence, overnight; inhibition, % at 18.8 µM; actives 0.72% (n = 360,000);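 active = inhibition of the luminescence signal of 40% or more relative to plate controls, in a single-dose primary screen at 18.75 µM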
# PDI turbidity – inhibitors of human PDI, primary screen, biochemical, turbidity, single point, plate reader. AID 588391, 2011. PDI insulin aggregation turbidity, A650, 90 min. Protein disulfide-isomerase (Homo sapiens), P07237. inhibition, % at 10 µM. actives 0.052% (n = 350,000);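 active = mean inhibition across replicates of 30% or more, whatever share of single replicates reach that level; inconclusive = mean inhibition below 30% while every single replicate reaches 30%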;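 note: absorbance from insulin aggregation driven by PDI reduction with DTT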
# Target sequence (P07237 whole entry, looked up): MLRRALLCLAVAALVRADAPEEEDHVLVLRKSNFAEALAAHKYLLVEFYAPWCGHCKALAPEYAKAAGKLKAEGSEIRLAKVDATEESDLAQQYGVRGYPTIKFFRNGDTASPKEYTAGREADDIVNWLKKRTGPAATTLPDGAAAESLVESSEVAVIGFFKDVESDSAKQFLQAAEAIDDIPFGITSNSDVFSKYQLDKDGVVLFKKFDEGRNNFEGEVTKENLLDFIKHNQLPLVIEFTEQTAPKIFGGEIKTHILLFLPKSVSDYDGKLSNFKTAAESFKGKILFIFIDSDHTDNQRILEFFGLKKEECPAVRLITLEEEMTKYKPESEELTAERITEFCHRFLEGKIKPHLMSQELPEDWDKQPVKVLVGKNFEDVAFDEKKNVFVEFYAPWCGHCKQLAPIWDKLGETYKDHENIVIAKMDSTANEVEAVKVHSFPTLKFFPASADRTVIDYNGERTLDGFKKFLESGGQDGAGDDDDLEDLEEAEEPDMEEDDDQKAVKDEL
# KKLEB tox – cytotoxicity in KKLEB CF airway cells, primary screen, cytotoxicity control for CF NF-kB inhibitor project, cell-based, uHTS, fluorescence assay plates; KKLEB CF airway cells viability, ATPlite luminescence, overnight; active compounds read low; cells stimulated with P. aeruginosa culture filtrate; activity change (cytotoxicity), % at 5 µM; actives 0.36% (n = 360,000); AID 602141, 2011;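 active = corrected activity change at or below -50% at 5 µM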
# NR2E3 ag-2 – inhibitors of NR2E3-RetCOR corepressor binding, primary screen, NR2E3 agonist project, biochemical, TR-FRET, GST-NR2E3, biotin-RetCOR; Photoreceptor-specific nuclear receptor (Homo sapiens), Q9Y5X4; 1536-well; inhibition of corepressor binding, % at 4.78 µM; actives 0.12% (n = 320,000); AID 2300, 2010;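 active = percent inhibition above the cutoff of mean plus 3 SD of all tested compounds, set per screening campaign, cut at about 20% in these data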;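 note: 0% = DMSO wells and 100% = biotin wells as full block of FRET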
#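 Assay system: NR2E3–RetCOR corepressor complex. Quantity: 1.35 nM GST-NR2E3. Buffer or medium: pH 7.5 Tris-based buffer. Reagent: biotinylated RetCOR corepressor at 7 nM final. Schedule: 5 h at 4 °C. Detection: TR-FRET, emission read at 617 and 671 nm. Replicates: one well per compound, singlicate testing.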
# CF NFkB inh – inhibitors of PAF-induced NF-kB signaling, primary screen, cell-based, GFP fluorescence, uHTS. KKLEB NF-kB-GFP reporter, GFP fluorescence overnight. inhibition, % at 5 µM. actives 0.86% (n = 360,000). AID 588850, 2011;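 active = at least 50% inhibition at 5 µM, scaled per plate between neutral and stimulator controls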;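 note: PAF is a Pseudomonas aeruginosa culture filtrate used as stimulus; plate controls were PAF-stimulated DMSO wells for no effect and unstimulated DMSO wells for full effect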
# * = called active by the depositor; ? = inconclusive; / = no result given.
no.	molecule	Vif imaging	CaV13 FRET inh	MITF TRPM1 inh	Shn3 inh set2	NR2E3 ag-1	Peg3 prom inh	HIF-2a inh	PDI turbidity	KKLEB tox	NR2E3 ag-2	CF NFkB inh
1	COc1ccc(CN(C(=O)c2ccc3c(c2)OCCO3)C(C(=O)NC2CCCCC2)c2ccc3ncccc3c2)cc1 (configuration not stated)	2.8	-10.3	3.0	9.2	-11.8	1.4	21.7	-2.6	5.5	-0.4	-2.6
2	CCCS(=O)(=O)n1nc(-c2ccccc2)cc1N	-3.6	-6.1	/	-2.2	-52.5	-8.5	-61.9	7.4	5.8	-1.8	-24.3
3	CCCNc1nc(OCC(F)(F)F)nc(OCC(F)(F)F)n1	/	-7.5	2.0	10.7	24.7	20.2	-2.6	-7.3	-1.5	3.5	17.2
4	COc1cc(CCCN2C(=O)C(=O)NC[C@@H]2C(C)O)cc(OC)c1OC (some centres not stated)	?	-12.4	-3.2	-7.1	11.3	-42.3	-9.6	-3.9	16.8	0.1	-2.8
5	Cc1ccc(-c2csc(NC(=S)NC(=O)c3cccs3)n2)cc1	1.8	-4.3	10.9	15.5	-24.9	-21.4	-30.4	2.0	-4.8	-0.6	23.4
6	CC(C)Cn1c(SC(C)C(=O)Nc2ccc(N3CCOCC3)cc2)nc2ccccc21 (configuration not stated)	12.4	5.0	18.8	14.2	31.7	-0.3	12.1	9.5	-10.5	3.6	7.7
7	Cc1ccc(OCCC(=O)N(CCC(C)C)c2c(N)n(Cc3ccccc3)c(=O)[nH]c2=O)cc1	3.9	/	-2.2	11.7	2.3	11.1	18.1	-1.5	-7.4	-3.2	-12.3
8	CCOC(=O)CN(C(=O)CNC(=O)c1cccs1)C(C(=O)NC1CCCCC1)c1cccnc1 (configuration not stated)	/	-3.6	0.0	/	1.0	3.5	0.1	-4.0	5.6	1.3	-5.6
9	O=C(CN(Cc1ccc(F)cc1)C(=O)c1csnn1)NC1CCCC1	11.8	-7.5	11.4	8.8	-6.7	-0.8	9.8	5.1	5.1	4.6	-18.4
10	CN1CCN(C(=O)CCc2nc3ccccc3c(=O)[nH]2)CC1	-9.6	/	13.4	1.7	-13.8	-3.3	13.1	3.8	0.5	-0.8	3.5
11	Clc1nc(NCCc2ccccc2)c2cn[nH]c2n1	-13.0	-5.2	35.1	5.3	-8.8	17.1	-68.2	2.8	2.0	/	12.0
12	CN(CC(=O)NCC1CCCO1)S(=O)(=O)c1ccc2ccccc2c1 (configuration not stated)	/	-5.7	/	8.4	-5.6	0.2	9.7	-7.0	0.6	/	-2.8
13	Cc1cnc(C(=O)Nc2ccc(N3CCCCC3)cc2)cn1	12.0	-6.5	-82.2	-47.9	-55.6	-256.8	-215.5	-7.3	-10.3	-0.1	20.4
14	CC(C)(C)OC(=O)NCCCCCNC(=O)c1[nH]cnc1C(=O)Nc1cc(Br)ccc1F	-33.5	-4.8	/	13.8	13.1	9.6	-8.5	4.4	-5.1	/	5.7
15	CNC(=O)N/N=C(\N)c1ccccn1	-4.2	-5.0	-16.9	0.7	-13.2	-44.8	-109.6	-1.6	-2.2	-0.5	5.5
16	Cc1nn(-c2ccccc2)c(C)c1[N+](=O)[O-]	23.3	2.2	1.5	7.1	-11.6	-10.0	10.7	9.4	3.4	2.3	15.6
17	CN(C)c1ccc(-c2ccnc3c2CC(C)(C(=O)NCC2CC2)O3)cc1 (configuration not stated)	/	-3.6	/	-0.2	-13.6	18.6	13.8	-3.0	2.6	/	0.5
18	CC12CCC(C(=NO)C1=O)C2(C)C (configuration not stated)	14.8	-5.9	-2.5	-11.6	3.9	2.1	13.2	-0.1	-0.3	/	11.1
19	CC1(C)CC(=O)C(C=Nc2ccc3c(c2)OCO3)=C(O)C1	-2.1	/	-41.1	-33.5	-7.2	-44.4	-147.7	-7.4	5.7	0.2	-7.0
20	CC(C)C(=O)Nc1cccc(C(=O)NCCc2ccc(S(N)(=O)=O)cc2)c1	0.5	-12.3	7.5	-40.1	2.1	9.1	3.6	-12.0	-27.3	0.1	-20.6
21	O=C(Cc1cccc(NC(=O)C2CCCN(C(=O)C3CC3)C2)c1)Nc1ccc(C(=O)N2CCCCC2)cc1 (configuration not stated)	4.0	-9.9	3.3	-2.3	-40.9	-8.9	10.7	-11.6	2.6	/	3.8
22	CC(C)CCNC(=O)C1CC(c2ccc(C(F)(F)F)cc2)=NO1 (configuration not stated)	-0.6	-4.6	-10.8	-28.1	29.9	-13.6	-50.0	0.5	9.3	0.5	-9.1
23	Cc1csc(NC(=O)CN2CCCCCC2)n1	/	-6.9	8.2	-14.7	-42.8	2.6	-15.1	0.5	2.4	0.9	-13.4
24	COc1ccc(NC(=O)CCNC(=O)c2ccco2)cc1S(=O)(=O)N(C)C	-3.5	-7.1	-5.7	-2.4	-17.3	-6.2	9.4	6.1	2.3	1.8	5.7
25	Cc1ccc(C)c(N2CCN(C(=O)CCCCCn3c(=S)[nH]c4ccc(N5CCOCC5)cc4c3=O)CC2)c1	7.7	-6.2	58.5	87.2*	3.3	92.5*	2.6	0.4	-16.5	0.2	37.9
26	CCN(CC(=O)Nc1c(F)cccc1F)C(=O)/C=C/c1ccc(C)o1	2.6	-5.8	6.8	6.5	7.0	-4.8	4.7	-3.0	-16.9	2.0	14.8
27	Cc1ccc(C(=O)NCc2ccco2)cc1S(=O)(=O)N1CCCCC1	-4.5	-9.3	-0.3	14.1	6.7	-82.7	12.1	13.8	3.3	0.1	0.8
28	COc1cccc(NC(=O)N2CCCC2)c1	-2.1	-6.8	-0.2	-19.4	-4.0	-28.4	-23.9	-1.0	3.9	0.2	14.5
29	CNS(=O)(=O)c1c(C)cc(C)c(N(C)S(=O)(=O)c2ccccc2)c1C	-1.7	-3.3	-5.4	-7.3	23.1	0.9	2.2	9.2	-15.2	-1.2	13.7
30	CCOc1nc(NC(=O)NS(=O)(=O)c2ccccc2F)nc(-c2ccccc2)n1	-2.9	-4.8	-10.6	-22.4	-17.3	-63.9	-69.4	0.1	11.2	/	-11.3
31	O=C(CN1CCN(c2ccccc2O)CC1)Nc1ccc2c(c1)OCCCO2	-3.9	-6.9	7.8	5.3	9.2	-7.2	-9.2	-1.9	-6.9	6.6	25.0
32	COC(=O)c1ccc(/C=C2/SC(=S)N(CCC(=O)NCCCN3CCOCC3)C2=O)cc1	-10.4	-6.9	-0.6	0.7	-29.2	16.3	-5.7	8.0	3.8	6.1	7.6
33	Cc1cc(NC(=O)CSCC(=O)Nc2nc3c(C)cccc3s2)no1	0.1	-5.5	10.0	-6.7	-21.6	-7.7	-23.7	-11.8	-0.7	5.4	18.1
34	COCC(=O)Nc1cc(=O)n(C)c(=O)n1C	0.2	-6.4	/	5.1	10.0	1.4	4.6	7.9	17.5	1.9	-13.1
35	O=S(=O)(NCCSc1ccccn1)c1ccc(Br)cc1	1.6	-4.5	1.4	-31.5	-30.4	-3.6	5.6	2.1	-3.4	6.2	3.0
36	Cc1ccc(S(=O)(=O)CCc2nnc(NC(=O)c3cccs3)s2)cc1	-1.1	-6.6	-5.4	-13.1	10.2	-5.2	6.4	-27.6	-0.9	0.5	3.0
37	Cc1ccc(S(=O)(=O)N2CCCN(c3nc4cc(C)ccc4cc3C#N)CC2)cc1	2.2	-13.7	13.1	20.4	2.4	-1.8	1.7	-5.8	12.3	9.8	-8.8
38	O=[N+]([O-])c1cccc(C2CC(c3ccccc3)=NN2c2ccccc2)c1 (configuration not stated)	-0.8	-6.7	-0.4	-2.2	-11.0	9.1	-30.8	-1.9	7.9	-1.8	-2.0
39	c1ccc(-n2cnc3cc(NCc4cccs4)ccc32)cc1	-0.4	-4.5	-5.0	12.4	30.3	-67.1	-62.2	-0.5	-11.7	-1.7	-8.2
40	COc1ccccc1/C=N/Nc1cc(N(C)C)nc(N(C)C)n1	2.5	-15.4	-3.3	-0.8	-9.4	10.3	-0.3	-15.3	1.6	3.0	3.4
41	NC(=O)CNC1CC(=O)N(CCc2ccccc2)C1=O (configuration not stated)	-4.1	-2.5	3.6	4.0	-17.1	2.5	4.1	-3.3	1.6	-1.4	4.5
42	O=C(NC1CCCc2ccccc21)c1ccc(Br)cc1 (configuration not stated)	4.7	/	-6.1	2.8	-12.7	-10.5	-34.3	10.9	1.0	1.4	10.9
43	CNS(=O)(=O)c1ccc(NC(=O)c2ccc(Cl)cc2Cl)cc1	-1.7	-3.1	-4.6	20.6	-10.2	-6.8	-4.6	0.5	-7.0	-0.9	-7.9
44	CC(=O)c1ccc(OCCCC(=O)Nc2cccc(S(=O)(=O)N(C)C)c2)cc1	2.3	-1.0	4.0	-9.3	24.4	12.6	-0.7	6.3	-10.2	0.6	-2.2
45	N#Cc1ccccc1NC(=O)C1SC(=Nc2ccccc2)C(C(=O)Nc2ccc(Cl)cc2)=C1N (configuration not stated)	-21.3	-6.7	72.2*	30.3	1.5	26.5	-9.5	1.0	-9.6	1.2	8.6
46	CCN(CC)c1ccc2oc(=O)c(C)nc2c1	-1.8	-6.7	8.3	-19.6	-14.4	-11.9	-19.7	5.0	-10.1	-2.2	48.3
47	COc1ccc(CC(=O)OCC(=O)NC2CCCC(C)C2C)cc1OC (configuration not stated)	21.1	-5.9	-4.4	-6.4	5.8	13.1	9.7	2.6	16.9	/	5.1
48	COc1ccc(CNC(=O)C2(CC(=O)NC(C)(C)C)CCCC2)cc1	-7.1	-6.7	-17.2	-12.3	1.7	5.8	5.0	-0.5	-1.4	1.9	5.8
49	O=C(NCCc1ccco1)C(=O)NCCC1CCCCN1S(=O)(=O)c1ccccc1 (configuration not stated)	-1.4	-7.0	5.8	1.2	7.5	18.2	11.7	17.4	-0.6	1.0	4.4

# Hits appear at their usual frequency; any-hit rate near 3.3%.
